Screening data as filed in PubChem.
STAT1 act: increases IFN-gamma driven STAT1 reporter signal. AID 932. hit rate 2.6% among 200,000. NIH 3T3 STAT1-luciferase reporter, luminescence; 100% = IFN-gamma alone, no compound. activation (% of control), % at 5.5 µM;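 active means activation above the screen-wide mean activation plus 3 SD, cut at about 130% in these data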;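 further: raw ratio to IFN-gamma control signal so 100% means no change and 0% no light; values of inactives mirror those of a sister screen read the other way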
STAT3 inh: STAT3 signaling inhibition. U3A cells, IL-6 STAT3-luciferase reporter, luminescence; host cell line lacks STAT1. inhibition, % at 5.5 µM. hit rate 0.89% among 190,000;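 active means inhibition above the mean inhibition across all screened compounds plus 3 SD, cut at about 44% in these data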;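 further: 0% = DMSO only wells and 100% = 100 µM nifuroxazide control wells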
Diaph act CS: activates diaphorase or chemically reduces, flagging diaphorase assay artifacts. Diaphorase/resazurin coupled assay, resorufin fluorescence, 16 min; stronger effect = higher value; 1 = vehicle wells, 0 = NADH-free wells. activation factor at 20 µM. hit rate 0.005% among 190,000. AID 1229;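 active means diaphorase activity raised at least twofold by the compound at 20 µM; inactive means activation factor below 2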
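Measured by – red resorufin fluorescence at 544/590 nm excitation/emission · Test system – Clostridium kluyveri diaphorase, purified enzyme · Incubation – reaction time 16 min, room temperature · Buffer or medium – 50 mM HEPES pH 7.4 with 4.542 mM MgCl2, 0.005% Tween 20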
APP 5UTR inh: APP translation inhibition. SH-SY5Y APP 5'UTR-luciferase reporter, luminescence. inhibition, % at 2 µM. hit rate 0.82% among 190,000;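 active means inhibition above a set limit, derived from the sample mean plus 3 SD, cut at about 45% in these data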; further: values of inactives mirror those of a sister screen read the other way
STAT1 inh: STAT1 signaling inhibition. NIH 3T3 STAT1-luciferase reporter, IFN-gamma, luminescence. inhibition, % at 5.5 µM. hit rate 0.35% among 200,000. AID 920;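 active means inhibition above a set limit, the mean inhibition across all tested compounds plus 3 SD, cut at about 34% in these data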;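 further: 0% = IFN-gamma with DMSO and 100% = IFN-gamma with 300 µM nifuroxazide; values of inactives mirror those of a sister screen read the other way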
Hsp70 activator: Hsp70 transcriptional activation, primary screen; HeLa Hsp70 promoter luciferase reporter, luminescence; scaled: vehicle 0, proteasome-inhibitor control 100%; activation, % at 10 µM; hit rate 0.04% among 200,000; AID 1203;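 active means activation above the mean across all tested compounds plus 3 SD, cutoff set per campaign, cut at about 5.5% in these data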;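 further: 100% = MG132 at 30 µM as the positive control and 0% = DMSO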
STAT3 act: increases IL-6 driven STAT3 reporter signal; U3A cells, IL-6 STAT3-luciferase reporter, luminescence; 100% = signal with IL-6 EC80 alone; activation (% of control), % at 5.6 µM; hit rate 0.91% among 190,000;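 active means activation above the screen-wide mean of compound activation plus 3 SD, cut at about 130% in these data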;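 further: 0% = background luminescence of wells with medium and substrate only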
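Detection: reporter luminescence signal / Assay system: STAT1-lacking human U3A cells, STAT3 luciferase reporter / Incubation: compound pre-incubation 1 h before IL-6, then 6 h stimulation at 37 °C / Control set: IL-6-only high control / Read-out: % activation relative to IL-6 control / Probe or stimulus: Interleukin-6, 33 ng/mL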
Diaph inh CS: counter-screen for diaphorase-based assays: diaphorase inhibitors and chemical oxidizers | inhibition, % at 20 µM | hit rate 0.69% among 190,000 | diaphorase resazurin-to-resorufin fluorescence, NADH, 16 min; bacterial (C. kluyveri) enzyme, not human;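 active means primary screen inhibition at 20 µM above a set limit, cut at about 50% in these data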;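 further: plate controls were DMSO with full reaction for no effect and wells lacking NADH for full effect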
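Assay system – diaphorase enzyme from Clostridium kluyveri · Amount – diaphorase 0.14 U/mL (working solution) · Times – reaction incubation of 16 min at room temperature · Controls – No-NADH positive control and DMSO neutral control · Signal – resorufin fluorescence 544/590 nm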
TLR4-MyD88 BLA: blocks binding of human TLR4 to MyD88; O00206+Q99836; HeLa CL3-4 TLR4/MyD88 BLA complementation, FRET ratio; inhibition, % at 8.4 µM; hit rate 0.18% among 200,000; in the data active means inhibition above about 25%;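 further: 0% = vehicle and 100% = reference inhibitor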
Target sequence (O00206 whole entry, looked up): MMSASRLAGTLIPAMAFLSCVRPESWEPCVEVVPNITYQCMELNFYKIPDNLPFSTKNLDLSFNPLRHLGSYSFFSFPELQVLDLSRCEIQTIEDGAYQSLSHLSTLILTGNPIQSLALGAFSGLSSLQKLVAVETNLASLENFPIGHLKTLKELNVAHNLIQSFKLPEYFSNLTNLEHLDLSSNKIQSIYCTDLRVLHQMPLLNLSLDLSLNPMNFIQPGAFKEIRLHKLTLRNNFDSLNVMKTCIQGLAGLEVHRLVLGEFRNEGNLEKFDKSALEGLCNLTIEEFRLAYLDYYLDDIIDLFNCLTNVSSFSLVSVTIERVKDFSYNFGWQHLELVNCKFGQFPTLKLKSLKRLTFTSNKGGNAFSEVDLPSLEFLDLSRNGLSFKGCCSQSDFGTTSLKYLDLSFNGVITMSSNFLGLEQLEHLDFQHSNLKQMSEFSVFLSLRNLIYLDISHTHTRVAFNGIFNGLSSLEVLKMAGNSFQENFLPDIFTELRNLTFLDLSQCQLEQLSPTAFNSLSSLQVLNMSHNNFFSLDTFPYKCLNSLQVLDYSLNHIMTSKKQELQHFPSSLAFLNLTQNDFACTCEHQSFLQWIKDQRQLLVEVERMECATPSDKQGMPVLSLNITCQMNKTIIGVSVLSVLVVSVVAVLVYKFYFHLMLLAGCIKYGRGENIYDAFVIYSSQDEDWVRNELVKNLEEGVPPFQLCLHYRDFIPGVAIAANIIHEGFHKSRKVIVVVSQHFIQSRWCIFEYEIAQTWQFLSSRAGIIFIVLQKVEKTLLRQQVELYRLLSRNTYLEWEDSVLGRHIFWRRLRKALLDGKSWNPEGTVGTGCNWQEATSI
Target sequence (Q99836 whole entry, looked up): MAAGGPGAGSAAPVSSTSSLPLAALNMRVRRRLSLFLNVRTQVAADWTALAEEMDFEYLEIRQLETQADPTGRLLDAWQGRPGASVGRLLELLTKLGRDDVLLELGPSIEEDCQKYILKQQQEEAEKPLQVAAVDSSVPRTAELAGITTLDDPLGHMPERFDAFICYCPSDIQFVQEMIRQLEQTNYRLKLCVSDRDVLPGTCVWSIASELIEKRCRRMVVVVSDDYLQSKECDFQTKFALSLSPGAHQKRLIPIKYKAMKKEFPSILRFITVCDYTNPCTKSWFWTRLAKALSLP
G6PDH counter: L. mesenteroides G6PDH inhibition counter-screen | Purified L. mesenteroides G6PDH, diaphorase/resazurin coupled fluorescence, 45 min | inhibition, % at 5 µM | hit rate 0.12% among 200,000; in the data active means inhibition above about 50%
An asterisk follows results filed as active; x = no result given.

Results follow in this order: STAT1 act | STAT3 inh | Diaph act CS | APP 5UTR inh | STAT1 inh | Hsp70 activator | STAT3 act | Diaph inh CS | TLR4-MyD88 BLA | G6PDH counter
1) Cc1cc2c(=O)n(CC(=O)NCC(=O)N3CCN(Cc4ccccc4)CC3)cnc2s1
  100 | 0 | 0.9 | -23 | 1 | -0.1 | 104 | 10 | 7 | 1
2) O=C(NCc1cccnc1)C1CCCN(Cc2cnn(-c3ccccc3)c2-n2cccc2)C1 (centres undefined)
  95 | 1 | 0.9 | 26 | 5 | -0.2 | 106 | 10 | 5 | -1
3) COc1ccc(Cn2nnnc2CN2CCCCCC2)cc1
  97 | 3 | 0.9 | 14 | 2 | 0.3 | 104 | 10 | 3 | 4
4) COc1cc([N+](=O)[O-])ccc1NC(=O)c1cccc(NC(=O)C(C)C)c1
  94 | 19 | 0.9 | -18 | 5 | -0.1 | 87 | 5 | -4 | -2
5) N#CCN1C(=O)C2CCCN2c2ccc(S(=O)(=O)N3CCOCC3)cc21 (centres undefined)
  108 | -5 | 1 | -8 | -9 | -0.3 | 105 | -3 | 8 | 2
6) COc1ccc(-c2nn3c(-c4ccc(F)cc4)nnc3s2)cc1
  100 | -2 | 1.1 | 6 | -1 | 0.0 | 104 | -7 | 13 | 1
7) COC(=O)c1cc(NC(=O)C2CC2)cc(C(=O)OC)c1
  104 | 10 | 1 | 14 | -3 | -0.3 | 93 | -1 | 0 | 8
8) O=C(CSc1nnnn1-c1ccccc1)NC(=O)Nc1ccc2c(c1)OCCO2
  122 | -10 | 1 | -51 | -24 | 0.2 | 116 | 3 | -23 | -4
9) COC(=O)CCc1sc(NC2CCCCC2)nc1-c1ccc(OC)cc1
  108 | -2 | 0.8 | -42 | -9 | -0.3 | 102 | 24 | -14 | 12
10) c1ccc(N2CCN(c3nc4ccccc4n4nnnc34)CC2)cc1
  112 | 4 | 0.8 | -5 | -14 | -0.1 | 102 | 18 | 0 | -42
11) CCCCc1ccc(NC(=O)OC)cc1
  98 | 16 | 0.9 | 17 | 1 | 0.3 | 90 | 14 | -1 | -1
12) Cc1ccc(-c2nc3ncccc3o2)cc1NC(=O)c1sc2ccccc2c1Cl
  100 | -6 | 1 | -17 | 0 | 2.0 | 106 | -4 | -7 | 4
13) CCNCCNc1ccc(Cl)cc1[N+](=O)[O-]
  95 | 11 | x | 4 | 5 | -0.2 | 95 | x | 3 | x
14) Cc1ccc(S(=O)(=O)n2nc(OC(=O)c3c(-c4ccccc4Cl)noc3C)cc2N)cc1
  94 | -2 | 0.8 | 2 | 7 | -0.2 | 106 | 24 | 8 | 0
15) CCN(C(=O)COC(=O)/C=C/c1ccc(O)c(OC)c1)C1CCS(=O)(=O)C1 (centres undefined)
  100 | -4 | 0.8 | -6 | 1 | -0.6 | 102 | 17 | 5 | 16
16) Cc1cccc(OCCn2c(=O)n(C)c3ccccc32)c1
  143* | -20 | 1.1 | -85 | -47 | 0.1 | 120 | -11 | 13 | 10
17) CCN(CC)CCOC(=O)C12CC3CC(CC(C3)C1)C2
  102 | -2 | 0.8 | 0 | -2 | -0.3 | 105 | 18 | 1 | -2
18) CS(=O)(=O)N(CC(=O)NCc1ccc2c(c1)OCO2)c1ccccc1
  100 | 5 | 0.8 | 4 | 0 | 0.0 | 98 | 15 | 0 | -15
19) COC(=O)c1ccccc1NC(=O)CSc1nnc(-c2ccoc2C)n1C
  99 | 4 | 0.9 | 1 | 1 | 0.0 | 99 | 8 | -3 | 4
20) N/C(=N\OC(=O)CCCOc1ccccc1)c1ccccn1
  110 | 9 | 1 | -25 | -12 | 0.0 | 95 | 2 | -12 | 9

Retrieved one by one from the entries so far (2):
Results follow in this order: STAT1 act | STAT3 inh | Diaph act CS | APP 5UTR inh | STAT1 inh | Hsp70 activator | STAT3 act | Diaph inh CS | TLR4-MyD88 BLA | G6PDH counter
20) N/C(=N\OC(=O)CCCOc1ccccc1)c1ccccn1
  110 | 9 | 1 | -25 | -12 | 0.0 | 95 | 2 | -12 | 9
2) O=C(NCc1cccnc1)C1CCCN(Cc2cnn(-c3ccccc3)c2-n2cccc2)C1 (centres undefined)
  95 | 1 | 0.9 | 26 | 5 | -0.2 | 106 | 10 | 5 | -1

Next entries
Results follow in this order: STAT1 act | STAT3 inh | Diaph act CS | APP 5UTR inh | STAT1 inh | Hsp70 activator | STAT3 act | Diaph inh CS | TLR4-MyD88 BLA | G6PDH counter
21) Cn1ncc(C#N)c1NC(=O)C1CC(c2ccc(Cl)c(Cl)c2)=NO1 (centres undefined)
  105 | 1 | 0.9 | -5 | -5 | 0.4 | 100 | 12 | -5 | 1
22) Cc1cccc(N2CC(C(=O)Nc3ccc4c(c3)OCO4)CC2=O)c1C (centres undefined)
  103 | -2 | 0.9 | 10 | -3 | -0.2 | 101 | 5 | -6 | 6
23) O=C(COC(=O)COc1ccc(Br)cc1)Nc1cccnc1Cl
  103 | -2 | 0.9 | -2 | -3 | -0.3 | 102 | 7 | -4 | 11
24) CC(C)CCNC(=O)NC(=O)Cn1cc(C(F)(F)F)ccc1=O
  106 | -5 | 0.9 | 4 | -2 | -0.3 | 105 | 14 | 5 | 4
25) CCOC(=O)C1=C(N)OC2=C(C(=O)CCC2)C1c1cccs1 (centres undefined)
  96 | 22 | 0.9 | -11 | 5 | -0.2 | 86 | 6 | 0 | -1
26) NC(=O)c1ccc(-n2nnnc2SCC(=O)c2ccc(O)c(O)c2)cc1
  97 | 7 | 0.6 | -12 | 5 | -0.1 | 98 | 45 | -3 | 12
27) O=C(NCc1ccccn1)c1coc(=O)c(Br)c1
  97 | 6 | 0.8 | -4 | 4 | -0.2 | 98 | 21 | -13 | 0
28) COc1cccc(C(=O)OCCN(C)C(C)(C)C)c1
  93 | 7 | 0.9 | 11 | 7 | -0.1 | 101 | 12 | -6 | -1
29) COc1ccc(Nc2oc(-c3ccccc3Cl)nc2C#N)cc1
  120 | 21 | 0.8 | -6 | -22 | 0.0 | 89 | 21 | 6 | -17
30) NS(=O)(=O)c1ccc(CCNC(=S)Nc2ccc(S(N)(=O)=O)cc2)cc1
  101 | 2 | 0.9 | -5 | -1 | 0.0 | 100 | 11 | -1 | -4
31) COc1ccc2c(CC(=O)OCC(=O)c3ccc(F)cc3)coc2c1
  100 | -4 | 0.9 | 18 | 0 | -0.3 | 112 | 8 | -9 | 0
32) COc1cc([N+](=O)[O-])ccc1NC(=O)CSc1ccccn1
  126 | 12 | 0.9 | -21 | -30 | -0.1 | 93 | 10 | -1 | 0
33) Fc1ccc(N2CCN(Cc3cnc(Cl)s3)CC2)cc1
  94 | 30 | 0.9 | 0 | 5 | 0.0 | 81 | 8 | 8 | 15
34) CC(C)(C)c1ccccc1N=Cc1ccc2ccccc2n1
  103 | 9 | 0.8 | 1 | -4 | -0.2 | 101 | 23 | -4 | 4
35) O=C(NS(=O)(=O)Oc1cccc(Cl)c1Cl)OC[C@@H]1CCCN2CCCCC12 (some centres undefined)
  103 | 0 | 0.8 | -8 | -3 | -0.4 | 103 | 22 | 1 | 2
36) NC(=O)c1ccsc1NC(=O)c1ccc(S(=O)(=O)N2CCCC2)cc1
  114 | 17 | 0.9 | -29 | -14 | 0.0 | 89 | 12 | 4 | 6
37) Cc1ccccc1-c1nc2sc3c(c2c(=O)o1)CCC3
  104 | 5 | 0.9 | -14 | -5 | -0.1 | 97 | 11 | 1 | 0
38) Cc1ccnc(NC(=O)COc2ccccc2[N+](=O)[O-])c1
  108 | 48* | 1 | -150 | -12 | 0.1 | 64 | 0 | 11 | 5
39) O=C(NCc1nnc2n1CCCCC2)c1ccc(Cl)cc1Cl
  95 | 1 | 0.9 | 0 | 6 | -0.1 | 101 | 7 | -2 | 3
40) Cc1n(CC(O)COCc2ccccc2)c2ccccc2[n+]1C (centres undefined)
  97 | 7 | 0.9 | 3 | 4 | -0.3 | 99 | 5 | -20 | 3
41) CCNC(=S)N(Cc1c(C)noc1C)c1ccccc1
  104 | 4 | 0.8 | -14 | -5 | -0.5 | 97 | 19 | 0 | 2
42) COc1cc([N+](=O)[O-])c2nccnc2c1
  106 | -3 | 0.8 | -19 | -6 | 0.1 | 103 | 17 | 3 | 12
43) Cc1nnc(SCC(=O)Nc2cc(C(C)(C)C)nn2-c2ccccc2)s1
  91 | -4 | 0.8 | -9 | 10 | -0.4 | 104 | 15 | -1 | 16
44) O=C(/C=C(/c1ccc(Cl)cc1)n1cncn1)c1ccccc1
  101 | -12 | 1 | -18 | -2 | -0.1 | 114 | 1 | -9 | 8
45) Cc1cccc(OCc2nc(-c3cccnc3)no2)c1
  110 | 4 | 0.9 | 0 | -12 | 0.1 | 99 | 5 | -5 | 3
46) CCOc1ccc(-c2csc3ncn(-c4ccc(OC)cc4)c(=O)c23)cc1
  102 | 10 | 0.9 | -6 | -4 | -0.2 | 93 | 11 | -12 | 16
47) COc1cc2cc(C(c3nnnn3C3CCCC3)N3CCc4ccccc43)c(=O)[nH]c2cc1OC (centres undefined)
  106 | 0 | 0.6 | -9 | -6 | 0.2 | 104 | 42 | 8 | 10
48) CCCCOCCCNC(=O)Cc1cccs1
  104 | -1 | 0.9 | -13 | -5 | -0.5 | 105 | 8 | 14 | -1
49) O=C(O)CCN1CC2([N+](=O)[O-])C=CC(=O)C([N+](=O)[O-])(C1)C2CC(=O)c1ccccc1 (centres undefined)
  103 | 0 | 0.9 | -12 | -3 | -0.4 | 101 | 11 | -1 | 21
50) CCOc1ccc(C2/C(=C(/O)c3ccc(OC)cc3)C(=O)C(=O)N2c2cc(C)on2)cc1OC (centres undefined)
  103 | 1 | 0.8 | 18 | -3 | 0.0 | 106 | 22 | -2 | -4
51) COc1ccc2nc3c(cc2c1)c(NC(=O)C1CCCO1)nn3CC(C)C (centres undefined)
  100 | 36 | 0.8 | 4 | -1 | 0.5 | 71 | 23 | -2 | -4
52) O=C(Nc1c(-c2ccccc2)nc2ccccn12)c1cccs1
  102 | 3 | 0.8 | 7 | -3 | -0.3 | 96 | 16 | -1 | -8
53) CN(CCOc1ccccc1)c1ccc(S(=O)(=O)N2CCCCC2)cn1
  105 | -10 | 0.8 | -13 | -5 | -0.1 | 110 | 18 | 0 | 3
54) CCCCC(=O)NNC(=S)NC(=O)c1ccc([N+](=O)[O-])cc1
  95 | 6 | 0.7 | 7 | 5 | -0.2 | 100 | 34 | 8 | 8
55) CCC(CC)C(=O)Nc1cc([N+](=O)[O-])ccc1Cl
  96 | 7 | 1 | 9 | 4 | -0.2 | 92 | 0 | -1 | -2
56) COc1cccc(-c2csc(N3CCN(C(=S)Nc4cccc(Cl)c4)CC3)n2)c1
  88 | 18 | 0.9 | -1 | 13 | -0.2 | 89 | 12 | 9 | 4
